Bioassay records (PubChem)
GLP1R cytotox: cytotoxic in the GLP-1 receptor inverse agonist counter-screen. HEK293 cAMP-luciferase reporter cells, luminescence, 24 h. Potency, µM (highest dose often 38.3 µM), inactives show at the highest dose activity change, negative = inhibition, hits mostly inhibitors. 410,000 tested, 0.13% active. AID 624418;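 further: loss of luciferase light is scored as toxicity; potency means the concentration at half of the fitted maximal effect; on the % scale 0 is the no-effect control and ±100 the full control effect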
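A 23 nL compound transfer followed 12 hours of cell culture at 37 deg C; exposure then lasted 24 hr. Luciferase assay detection reagent was dispensed and plates read for luminescence after a 12 min room-temperature wait.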
GLP-1R agonist: GLP-1 receptor (human) agonism; AID 624172; HEK293 GLP-1R CRE-luciferase, luminescence, 4-6 h; cells express a hypersensitive GLP-1R form; P43220; Potency, µM (doses to about 45.6 µM), inactives show at the highest dose activation, actives largely listed as activators; 380,000 tested, 0.007% active; further: potency means the concentration at half of the fitted maximal effect; % of control where 0% means no effect
DRD3 antagonist: D3 dopamine receptor (human) antagonism; D3R cells, DiscoveRx beta-arrestin luminescence, antagonist mode; stronger effect = lower value; max response, negative = inhibition, %; 360,000 tested, 2.5% active; AID 652054; in the data active means max response below about -50%; inconclusive means no clear call, values can overlap the other calls; further: on the % scale 0 is the no-effect control and ±100 the full control effect; mostly tested at two doses, the higher about 12 µM
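Cells plated overnight at 1500 cells/well, then exposed to library compounds with dopamine controls for 90 minutes at 37 degrees C. DiscoveRx reagent added for 30–60 minutes at room temperature; luminescence read, quantitative HTS format.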
GLP1R inv ag: acts as inverse agonist at human GLP-1 receptor; P43220; HEK293 GLP-1R CRE-luciferase, luminescence, 24 h; GLP-1R form is constitutively active; Potency, µM (titrated, usually from 38.3 µM), inactives show at the highest dose activity change, negative = inhibition, usual class: inhibitors; 410,000 tested, 1.6% active; AID 624417; further: potency means the concentration at half of the fitted maximal effect; on the % scale 0 is the no-effect control and ±100 the full control effect; nearly all actives have a fitted effect of over 55% in size
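Luminescence readout: a drop in cAMP-driven luciferase signal flags inverse agonism at a constitutively active GLP-1R stably expressed in HEK293. Compound exposure lasted 24 hr at 37 deg C, 5% CO2.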
WRN helicase inh: inhibitors of human WRN helicase; Potency, µM (doses to about 114 µM), for the others: at the highest dose activity change, negative = inhibition, hits mostly inhibitors; WRN helicase unwinding, fluorescent forked duplex, kinetic; 360,000 tested, 0.46% active; further: potency means the concentration at half of the fitted maximal effect; on the % scale 0 is the no-effect control and ±100 the full control effect; nearly all actives have a fitted effect of over 55% in size
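WRN at 20 nM final preincubated with compound 15 min at room temperature; reaction started with 100 nM fluorophore/quencher forked duplex oligonucleotide and 2 mM ATP final. Unwinding followed kinetically by red fluorescence (ex 525, em 598 nm).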
PLK1 PBD block: blocks phosphopeptide binding to human PLK1 polo-box domain | Plk1 PBD binding of FITC phosphopeptide, fluorescence polarization | P53350 | AID 720504 | Potency, µM, for inactives: max response, negative = inhibition, actives largely listed as inhibitors | 360,000 tested, 2.8% active; further: potency means the concentration at half of the fitted maximal effect; series mostly up to about 57 µM; on the % scale 0 is the no-effect control and ±100 the full control effect; nearly all actives have a fitted effect of over 65% in size
Target sequence (P53350 whole entry, looked up, the tested form may be a part): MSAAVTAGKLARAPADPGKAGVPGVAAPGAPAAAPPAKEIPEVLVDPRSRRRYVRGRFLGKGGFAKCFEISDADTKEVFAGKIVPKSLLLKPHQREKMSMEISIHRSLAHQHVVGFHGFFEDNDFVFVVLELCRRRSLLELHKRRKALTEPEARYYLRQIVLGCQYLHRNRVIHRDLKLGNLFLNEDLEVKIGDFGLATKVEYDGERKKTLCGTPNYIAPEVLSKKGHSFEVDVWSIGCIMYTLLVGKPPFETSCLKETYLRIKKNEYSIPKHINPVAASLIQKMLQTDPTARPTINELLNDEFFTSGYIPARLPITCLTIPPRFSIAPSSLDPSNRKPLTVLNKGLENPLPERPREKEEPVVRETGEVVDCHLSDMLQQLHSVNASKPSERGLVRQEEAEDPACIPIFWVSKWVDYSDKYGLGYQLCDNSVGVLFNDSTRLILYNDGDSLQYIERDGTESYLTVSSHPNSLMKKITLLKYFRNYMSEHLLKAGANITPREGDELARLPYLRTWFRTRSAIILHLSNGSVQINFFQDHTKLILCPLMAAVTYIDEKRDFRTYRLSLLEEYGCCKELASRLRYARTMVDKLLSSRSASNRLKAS
IL-2 act: activators of IL-2 | IL-2 activation reporter assay, cell-based qHTS; stimulated with anti-CD3/CD4/CD28 beads; in transgenic mouse T cells | activation, % (series mostly up to about 46 µM) | 360,000 tested, 0.065% active | AID 652025; in the data active means activation above about 50%; inconclusive means mostly about 30% to 49%; further: 0% is about no effect
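Quantitative HTS in unstimulated transgenic mouse T cells, with memory T cells as non-tolerant control and PMA/ionomycin as tolerance-bypass control. Compound pretreatment lasted 60 minutes before 18 h bead stimulation; EGFP/DsRed fluorescence read.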
DRD3 agonist: activates the human D3 dopamine receptor. P35462. D3R DiscoveRx beta-arrestin cells, luminescence, 90 min. max activation, %. 410,000 tested, 0.58% active; in the data active means max activation above about 30%; further: 0% is about no effect; mostly tested at two doses, the higher about 12 µM
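Agonist mode: compounds and dopamine controls were applied to plated cells for 90 min at 37 degrees C after an overnight attachment at 1500 cells/well. Luminescent read-out followed 30 - 60 minutes at room temperature with DiscoveRx detection reagent.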
PI5P4Ka inh: PI5P4K alpha (human) kinase inhibition. max response, %. PI5P4Kalpha enzyme, ADP-Glo luminescence, 60 min; stronger effect = lower value. AID 652105. 330,000 tested, 1.2% active; active means max response of -50% or lower; inconclusive means between -30% and -50%; inactive means -30% or higher; further: value at the top dose of about 77 µM; on the % scale 0 is the no-effect control and ±100 the full control effect
Target sequence (P48426 whole entry, looked up): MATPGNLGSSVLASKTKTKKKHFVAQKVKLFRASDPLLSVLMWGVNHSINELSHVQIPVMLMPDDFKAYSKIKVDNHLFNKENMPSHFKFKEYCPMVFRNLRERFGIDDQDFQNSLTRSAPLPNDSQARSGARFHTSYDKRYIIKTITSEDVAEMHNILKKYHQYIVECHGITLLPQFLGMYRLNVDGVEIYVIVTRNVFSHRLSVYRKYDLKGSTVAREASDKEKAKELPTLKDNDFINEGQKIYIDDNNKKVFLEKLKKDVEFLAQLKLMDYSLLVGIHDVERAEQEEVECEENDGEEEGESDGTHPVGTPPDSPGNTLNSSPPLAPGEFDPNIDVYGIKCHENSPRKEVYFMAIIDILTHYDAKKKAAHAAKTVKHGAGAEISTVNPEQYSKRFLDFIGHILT
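Reactions run in 0.038 M HEPES pH 7.4, 0.28 mM EGTA, 0.1% CHAPS and 5% DMSO, with PI5P4Kalpha, substrate, compound and 5 microM ATP final, one hour at room temperature. Readout is ADP-Glo luminescence.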
* = called active by the depositor; ? = inconclusive; . = not tested or not shown; & = joins results of further samples; [ ] = dose if it differs, or a comment. Unless noted, the call rests on the fitted dose curve; in most records, active means well fitted curve in the direction sought with a large enough effect; inconclusive means small, poorly fitted or top-dose-only effect, or another doubt; inactive means no such curve, though single readings can be large; an effect the other way counts as inactive or inconclusive.

entry	mol	GLP1R cytotox	GLP-1R agonist	DRD3 antagonist	GLP1R inv ag	WRN helicase inh	PLK1 PBD block	IL-2 act	DRD3 agonist	PI5P4Ka inh
1	COc1ccc(-c2nnn(CC(=O)N(CCCO)C(C(=O)NC3CCCC3)c3ccncc3)n2)cc1 (stereo not given)	-3%	-4%	-3	20%	-9%	7%	-0.1	-2	1
2	CC(C)c1nc2sc3c(=O)[nH]cnc3c2c2c1CCC2	15%	6%	7	41%[activator]	-6%	-4%	-3.3	52*	1
3	CCOC(=O)C1=C(C)N(CCCCCC(=O)O)C(=O)NC1c1ccccc1Cl (stereo not given)	-2%	2%	-8	2%	1%	2%	-2.7	0	0
4	Cc1sc2nc(COC(=O)c3ccc(N4CCCC4)c([N+](=O)[O-])c3)[nH]c(=O)c2c1C	3%	-2%	-15	22%	-12%	-6%	4.0	-4	?
5	CCOC(=O)[C@]12CCC=C1N(Cc1ccco1)C(=O)[C@H](CC(=O)NCCCN1CCCC1=O)C2	1%	8%	-22	3%	-1%	-8%	0.9	3	-1
6	O=C(N/N=C/c1cn(Cc2ccccc2)c2ccccc12)c1cc(O)cc(O)c1	0%	?	-1	1%	-19%[11.6 µM]	-4%	-0.4	-2	?
7	COc1cccc(C(C)(O)c2nc(-c3ccc(C)c(C)c3)cs2)c1 (stereo not given)	2%	-5%	65	?	-2%	3%	-0.5	3	28
8	COc1ccc(C2=Nc3ccccc3N(C(=O)c3ccc(C(F)(F)F)cc3)C2C(=O)NCc2ccccc2)cc1 (stereo not given)	17%	.	67	6.3µM*	-4%	-13%	-0.7	-2	1
9	O=C(Cn1cnc2c(cnn2-c2ccccc2)c1=O)Nc1ccc(S(=O)(=O)N2CCOCC2)cc1	-5%	-7%	0	-6%	-14%	-6%	2.5	-6	-3
10	COc1ccc(S(=O)(=O)N2CCCCC2)cc1NC(=O)C1CC1C (stereo not given)	-19%	-2%	-4	-4%	11%	-1%	2.2	1	-6

5 entries drawn at random from the list so far, as already listed:
entry	mol	GLP1R cytotox	GLP-1R agonist	DRD3 antagonist	GLP1R inv ag	WRN helicase inh	PLK1 PBD block	IL-2 act	DRD3 agonist	PI5P4Ka inh
2	CC(C)c1nc2sc3c(=O)[nH]cnc3c2c2c1CCC2	15%	6%	7	41%[activator]	-6%	-4%	-3.3	52*	1
5	CCOC(=O)[C@]12CCC=C1N(Cc1ccco1)C(=O)[C@H](CC(=O)NCCCN1CCCC1=O)C2	1%	8%	-22	3%	-1%	-8%	0.9	3	-1
7	COc1cccc(C(C)(O)c2nc(-c3ccc(C)c(C)c3)cs2)c1 (stereo not given)	2%	-5%	65	?	-2%	3%	-0.5	3	28
10	COc1ccc(S(=O)(=O)N2CCCCC2)cc1NC(=O)C1CC1C (stereo not given)	-19%	-2%	-4	-4%	11%	-1%	2.2	1	-6
8	COc1ccc(C2=Nc3ccccc3N(C(=O)c3ccc(C(F)(F)F)cc3)C2C(=O)NCc2ccccc2)cc1 (stereo not given)	17%	.	67	6.3µM*	-4%	-13%	-0.7	-2	1

Next section
entry	mol	GLP1R cytotox	GLP-1R agonist	DRD3 antagonist	GLP1R inv ag	WRN helicase inh	PLK1 PBD block	IL-2 act	DRD3 agonist	PI5P4Ka inh
11	COc1ccc(N2CCN(C(=O)c3cc4c(=O)n(Cc5ccccc5)ccc4nc3C)CC2)cc1	14%&2%	5%	1	14%&-13%	1%	-11%	0.4	0&4	1
12	CC(OC(=O)C12CC3CC(CC(O)(C3)C1)C2)C(N)=O (stereo not given)	5%	0%	-5	11%	-22%	?	0.7	2	2
13	COC(=O)C1=C(C)NC2=C(C(=O)CC(c3cccs3)C2)C1c1ccsc1 (stereo not given)	-4%	-2%	?	?	-8%	-2%	0.4	-12	2
14	COC(=O)c1ccc(C2C(C(=O)c3cc4ccccc4o3)=C(O)C(=O)N2c2cc(C)on2)cc1 (stereo not given)	0%	3%	-15	-18%	10%	?	-0.9	-14	0
15	COC(=O)c1cc(OC)c(OC)cc1NC(=O)c1cc(C(C)(C)C)oc1C	10%	6%	4	10%	-12%	0%	-0.6	0	1
16	CCOc1ccccc1NC(=O)COC(=O)CC(C)(C)CC1=NS(=O)(=O)c2ccccc2N1	-23%&-21%	3%&-1%	2	?	2%	-8%	-5.5	5&1	4
17	CCOc1ncnc2c1[nH]c1ccccc12	-1%	10%	3	65%[activator]	-5%	1%	0.0	-23	2
18	CCCCN(C)c1c(C)nc2ccc(C(=O)N(C)CCN(C)C)cn12	8%	10%	-71*	19%	2%[57.1 µM]	-10%	1.9	-13	2
19	O=c1oc2ccccc2cc1-c1ccccc1	-5%	-2%	-6	18%	0%	-9%	-0.2	-8	3
20	Cc1csc(NS(=O)(=O)c2cccc([N+](=O)[O-])c2)n1	6%[7.66 µM]	3%	-16	21%[7.66 µM]	-16%	-15%	2.4	-5	3
21	COc1ccc2cc(CNc3ccc(OC)c(OC)c3)c(=O)n(CC(=O)Nc3ccc(C)cc3)c2c1	-4%	2%	.	14%	.	.	.	1	.
22	CC1CC(C)CN(C(=O)Cn2c(=O)c3cccn3c3cccnc32)C1 (stereo not given)	3%	5%	-13	-7%	-12%	-5%	-0.2	2	2
23	COc1ccc(/C=C(\NC(=O)c2ccc(OCC(C)C)cc2)C(=O)OCc2ccco2)cc1	-24%	1%	-17	?	-26%	-5%	0.2	-8	3
24	CCN1C(=O)[C@H]2[C@@H](c3ccc(-c4ccc(F)cc4)cc3)N[C@@](Cc3ccccc3)(C(=O)OC)[C@H]2C1=O	5%	3%	3	?	6%	8%	-0.5	-19	1
25	CC(C)c1ccc(Nc2cc(C(=O)NCCc3ccccc3)c3ccccc3n2)cc1	1%	-2%	.	-25%	.	.	.	0	.
26	CC(C)(C)c1cc(/C=N/O)cc(C(C)(C)C)c1O	-10%	-8%	1	10µM*	-1%	-3%	-0.2	5	-3
27	CC(=O)c1ccc(-c2cccs2)s1	3%	-3%	-2	?	0%	5%	-3.8	0	-1
28	Cc1cc(C(F)F)n2nc(C(=O)Nc3cccc(Cl)c3C)nc2n1	-1%	2%	.	-7%	.	.	.	7	.
29	COc1ccccc1CNC(=O)C1CCCN(S(=O)(=O)c2ccc3c(c2)oc(=O)n3C)C1 (stereo not given)	-10%	1%	.	-12%	.	.	.	2	.
30	O=C(Nc1ccc2c(c1)C(=O)NC2=O)c1ccccc1Cl	3%	1%	-19	3%	0%	4%	-1.0	-1	-4
31	COc1ccc(C(C)=NNC(=O)c2cccc(S(=O)(=O)N3CCCC3)c2)cc1	-2%	5%	-13	-22%	1%	-1%	0.1	-1	3
32	CCOC(=O)N1CCC(Nc2ccc(N3C(=O)C4CCCCC4C3=O)cc2[N+](=O)[O-])CC1 (stereo not given)	-8%	0%	2	-10%	-3%	-9%	0.4	1	4
33	CCN(CC(=O)Nc1ccccc1OC)C(=O)c1cc(S(=O)(=O)N2CCCCCC2)ccc1OC	-6%	7%	14	-1%	-5%	0%	-5.5	-2	3
34	Cc1cc(C(=O)N/N=C/c2cn(C)nc2C)c2ccccc2n1	-29%	-2%	3	-9%	-2%	-6%	-0.5	7	4
35	COC(=O)Cn1c(=O)oc2ccc(C)cc21	6%	5%	11	12%	3%	27µM*	-2.5	0	-29
36	COc1ccc(-c2c(C)n([O-])c(C)c(C)[n+]2=O)cc1	0%	0%	-7	0%	3%	24µM*	-0.7	-3	1
37	CN(C(=O)Cc1csc(-c2ccccc2)n1)c1c(N)n(Cc2ccccc2)c(=O)[nH]c1=O	12%	-2%	-13	2%	2%	-6%	-0.4	-3	-6
38	O=C(C[C@@H]1C/C=C\C[C@H](Cc2ccc(F)cc2)C(=O)OC[C@H]2CCCN2C1=O)N[C@H](CO)Cc1ccccc1	11%	-6%	0	-7%	1%	1%	-0.5	1	3
39	NC1=C([N+](=O)[O-])C(c2ccc3c(c2)OCO3)C2=C(CCCC2=O)O1 (stereo not given)	1%	0%	-23	17%	-5%	-9%	0.5	1	0
40	Cc1nc(N2CCN(c3ccccn3)CC2)c2c(C)c(C(=O)Nc3c(C)cc(Br)cc3C)sc2n1	4%	-3%	25	2µM*	-4%[57.1 µM]	3%	-2.8	16	2
41	COc1cc(CN2CCC(C(=O)NC3CCCC3)CC2)cc(Br)c1O	-2%	-1%	-14	-3%	5%	-6%	-3.1	-6	.
42	O=[N+]([O-])c1ccc(Cl)c(S(=O)(=O)N2CCCCCC2)c1	-1%	0%	-1	3%	2%	-4%	-1.8	24	8
43	Cc1nnc(NC(=O)CN2CCN(Cc3ccccc3Cl)CC2)s1	-6%	6%	-10	-11%	-3%	-5%	1.1	-9	1
44	CC1=C(C(=O)N(C(C)C)C(C)C)CC(CC(=O)NCc2cccs2)C(=O)N1CCC1=CCCCC1 (stereo not given)	-3%	-6%	16	-21%	-10%	0%	-0.5	5	2
45	Cc1cc(C(=O)CSc2nncs2)c(C)n1-c1c(C)n(C)n(-c2ccccc2)c1=O	8%	-3%	-95*	29%	-3%	-2%	-1.9	7	.
46	CC(C)(C)c1ccc(C(=O)N2CCNCC2)cc1	2%	?	-27	26%	-11%	-2%	-0.7	-2	1
47	Cc1ccc(NC(=O)c2ccccc2[N+](=O)[O-])nc1	-26%	6%	7	11%	-6%[57.1 µM]	0%	-2.6	-2	5
48	COc1ccc(C(CNC(=O)c2ccco2)N2CCCC2)cc1 (stereo not given)	2%	-1%	-29	4%	9%	-18%	0.8	-6	0
49	CCOC(=O)NN1C(=O)c2ccccc2NC1(C)C	22%	4%	-5	10%	6%	-9%	-0.6	-1	3
